Source: PubChem
dFosB act = activators of mouse delta FosB homodimer; P13346; purified delta FosB, TAMRA-CDK5 oligo fluorescence polarization; percent of positive-control signal above neutral wells; activation, % at 25 µM; hit rate 0.99% among 340,000;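 active means mean activation above about 17%, with every replicate also reaching it, limit read from the data, passing the limit was not always enough; inconclusive means only one of the two conditions met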;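 further: fluorescence polarization rise as delta FosB binds a TAMRA Cdk5 AP-1 oligo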
Target sequence (P13346 whole entry, looked up): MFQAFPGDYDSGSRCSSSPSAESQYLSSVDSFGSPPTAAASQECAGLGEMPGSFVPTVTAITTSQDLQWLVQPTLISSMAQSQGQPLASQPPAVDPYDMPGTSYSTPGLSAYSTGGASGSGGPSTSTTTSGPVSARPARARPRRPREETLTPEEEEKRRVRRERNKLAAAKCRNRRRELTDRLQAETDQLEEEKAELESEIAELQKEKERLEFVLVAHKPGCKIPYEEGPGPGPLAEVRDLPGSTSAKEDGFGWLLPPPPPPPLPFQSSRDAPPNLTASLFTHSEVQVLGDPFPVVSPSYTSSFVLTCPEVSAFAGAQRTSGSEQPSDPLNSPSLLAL
CAL PDZ FP-1 = inhibitors of human CAL PDZ peptide binding. Q9HD26. purified CAL PDZ, TMR-peptide fluorescence polarization, 1 h. inhibition, % at 24.9 µM. hit rate 0.92% among 300,000. AID 602252;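 active means mean inhibition of at least 30% with at least half of replicates also reaching 30%; inconclusive means no clear call, values can overlap the other calls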;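 further: 0% = DMSO neutral control and 100% = excess unlabeled competitor peptide PRC23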
PvdQ acylase = P. aeruginosa PvdQ acylase inhibition. purified PvdQ acylase, fluorescence plate reader. hit rate 0.063% among 340,000. inhibition, % at 10 µM. AID 488965; in the data active means inhibition above about 30%, passing the limit was not always enough; inconclusive means no clear call, values can overlap the other calls;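 further: 0% = vehicle neutral wells and 100% = reference inhibitor wells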
Rtt109 Vps75 = C. albicans Rtt109 histone acetyltransferase inhibition. inhibition, % at 34.9 µM. Q5AAJ8. purified Rtt109/Vps75, ThioGlo CoA-SH fluorescence, 4 h. hit rate 0.16% among 330,000;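 active means inhibition of at least 50% in every replicate; inconclusive means best replicate reaches 50% inhibition but some replicates fall short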
Target sequence (Q5AAJ8 whole entry, looked up): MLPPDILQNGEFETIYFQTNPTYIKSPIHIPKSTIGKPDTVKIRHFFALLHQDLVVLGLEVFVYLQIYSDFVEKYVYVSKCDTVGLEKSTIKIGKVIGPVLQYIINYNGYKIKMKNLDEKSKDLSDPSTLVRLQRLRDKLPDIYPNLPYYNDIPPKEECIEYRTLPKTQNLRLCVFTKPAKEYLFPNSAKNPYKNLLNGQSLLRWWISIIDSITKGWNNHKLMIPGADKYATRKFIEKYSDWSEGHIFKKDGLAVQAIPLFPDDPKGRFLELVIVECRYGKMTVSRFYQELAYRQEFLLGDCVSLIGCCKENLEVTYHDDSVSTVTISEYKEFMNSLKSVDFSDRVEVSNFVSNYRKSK
NSD2 inh = blocks human histone methyltransferase NSD2. O96028. NSD2 peptide methylation, AlphaScreen, 120 min. inhibition, % at 12.5 µM. hit rate 0.54% among 310,000. AID 743445; in the data active means inhibition above about 50%
PfHsp90 set2 = growth inhibition of yeast expressing Plasmodium Hsp90 | S. cerevisiae expressing PfHsp90, BacTiter-Glo ATP, 48 h; yeast lacking PDR1 and PDR3 efflux regulators | inhibition, % at 9.4 µM | hit rate 0.32% among 310,000 | AID 504621;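 active means every replicate shows inhibition above about 80%, whatever the replicate mean, limit read from the data; inconclusive means mean inhibition reaches the set limit but some replicate falls short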;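 further: 0% = DMSO neutral controls and 100% = 20 µM radicicol positive controls; yeast relying on Plasmodium falciparum Hsp90 in place of its own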
CAL PDZ FP-2 = blocks peptide binding to human CAL PDZ domain; hit rate 0.02% among 330,000; AID 504414; purified CAL PDZ, TMR-peptide fluorescence polarization, 1 h; inhibition, % at 20 µM; Q9HD26;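 active means highest replicate inhibition of at least 40%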;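 further: plate controls were DMSO neutral control wells for no effect and unlabeled competitor peptide control wells for full effect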
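Test system: purified CerCALP PDZ construct; Compound dosing: one concentration, 20 µM compound; Also added: TMR-labelled reporter peptide T*-PRC34 bound in PDZ groove; Read-out: inhibition from polarization loss; Controls: unlabelled peptide and DMSO controls; Signal: FP readout, S and P plane fluorescence; Incubation: 1 h at RT.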
SR-BI DiI inh = blocks mouse SR-BI lipid uptake from DiI-HDL | Q61009 | inhibition, % at 12.5 µM | hit rate 0.96% among 320,000 | ldlA[mSR-BI] CHO cells, DiI-HDL uptake fluorescence, 3 h | AID 488896;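 active means mean replicate inhibition of at least 70% and a set share of replicates each scoring 70 or more; inconclusive means meets just one of the two criteria; inactive means fails both criteria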;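 further: 0% = median of neutral control wells and 100% = median of positive control wells; values of inactives mirror those of a sister screen read the other way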
MITF act = increases MITF-driven TRPM1 promoter luciferase signal; SK-MEL-5 TRPM1-promoter luciferase, 24 h; % of positive control, neutral wells = 0; activation, % at 12.5 µM; hit rate 0.75% among 300,000; AID 588334;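 active means mean activation of at least 80% with every replicate also reaching 80%; inconclusive means mean reaches 80% but some replicate falls short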;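 further: 0% = neutral control wells and 100% = parthenolide positive control wells; values of inactives mirror those of a sister screen read the other way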
SR-BI DiI-HDL act = activators of SR-BI mediated HDL lipid uptake. activation, % at 12.5 µM. hit rate 0.096% among 320,000. AID 504775. CHO ldlA[mSR-BI] cells, DiI-HDL uptake fluorescence, 3 h; 100 = double the neutral-control signal;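 active means mean replicate activation of at least 60% and every replicate at or above 60%; inconclusive means mean or all-replicate condition met, but not both; inactive means mean below 60% and not all replicates reaching 60%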;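 further: 0% = median plate neutral-control signal and 100% = twice that signal; values of inactives mirror those of a sister screen read the other way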
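System: CHO ldlA[mSR-BI] cells / Medium: HEPES-buffered (25 mM, pH 7.4) F12 plus 0.5% BSA / Probe or stimulus: labelled HDL, 10 µg/mL / Doses: single compound concentration, delivered by pin transfer / Schedule: 3 h, 37 °C / Measured by: DiI fluorescence, bottom read / Measure: cell-associated DiI fluorescence as measure of HDL uptake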
An asterisk follows results filed as active; ? = inconclusive; / = not tested or not shown; & = joins results of further samples.

SMILES	dFosB act	CAL PDZ FP-1	PvdQ acylase	Rtt109 Vps75	NSD2 inh	PfHsp90 set2	CAL PDZ FP-2	SR-BI DiI inh	MITF act	SR-BI DiI-HDL act
COc1ccc(N(C)S(=O)(=O)c2cccc(C(=O)Nc3nc(C)cs3)c2)cc1	-18	20	-9	9	2	-24	-2.1	-4	1	/
CCCCCCC1(C)NC(=O)N(C(C)C(=O)Nc2ccc(N3CCOCC3)cc2)C1=O (configuration not stated)	-3	-8	19	2	1	7	-0.2	6	-2	-6
COc1ccc(NC(=O)C(CC(C)C)NC(=O)C2CCC(C)CC2)c(OC)c1 (configuration not stated)	-4	-4	0	-8	/	-42	-0.5	72*	11	-72
Cc1cc2oc(=O)cc(CN3CCN(S(=O)(=O)c4ccc5c(c4)OCCO5)CC3)c2cc1C	-4	-5	6	3	-2	-15	-0.5	-4	-11	4
Cc1ccccc1S(=O)(=O)Nc1nc2ccccc2nc1N1CCc2ccccc2C1	-4	/	-2	-4	-2	3	-0.8	-16	-3	16
Cc1cc(C)n(CCNC(=O)CCc2nnc(CCc3ccccc3)o2)n1	-2	1	-6	-6	-2	9	-1.3	0	15	0
COc1cccc(-c2nnc(NC(=O)CCS(=O)(=O)c3ccc(C)cc3)o2)c1	-9	-6	-12	-2	-1	24	-2.4	-22	-3	22
C/C(CC(=O)NC1CCCC1)=N\NC(=O)Cc1csc(N)n1	9	-7	2	5	-2	4	-0.1	-22	-3	22
Cc1ccc(-c2nnn(CC(=O)N3CCCCC3)n2)c(-n2cnnn2)c1	-2	0	5	0	24	-10	0.1	-20	-7	20
O=C(CNC(=S)N(Cc1ccccc1Cl)C1CCCC1)NCCN1CCOCC1	-2	-1	-18	2	5	31	-0.5	-21	-4	21
CC1=CCP(=O)(c2ccccc2)C1 (configuration not stated)	-9	-2	0	-4	2	-10	-0.2	-51	-3	51
Cc1cc(C=C2C(=O)CCCC2=O)c(C)n1-c1ccccc1	-8	-5	-17	12	3	-17	-3.5	6	17	-6

Structures listed so far that contain an aryl methoxy group (3):
SMILES	dFosB act	CAL PDZ FP-1	PvdQ acylase	Rtt109 Vps75	NSD2 inh	PfHsp90 set2	CAL PDZ FP-2	SR-BI DiI inh	MITF act	SR-BI DiI-HDL act
COc1ccc(N(C)S(=O)(=O)c2cccc(C(=O)Nc3nc(C)cs3)c2)cc1	-18	20	-9	9	2	-24	-2.1	-4	1	/
COc1ccc(NC(=O)C(CC(C)C)NC(=O)C2CCC(C)CC2)c(OC)c1 (configuration not stated)	-4	-4	0	-8	/	-42	-0.5	72*	11	-72
COc1cccc(-c2nnc(NC(=O)CCS(=O)(=O)c3ccc(C)cc3)o2)c1	-9	-6	-12	-2	-1	24	-2.4	-22	-3	22

Next compounds follow:
SMILES	dFosB act	CAL PDZ FP-1	PvdQ acylase	Rtt109 Vps75	NSD2 inh	PfHsp90 set2	CAL PDZ FP-2	SR-BI DiI inh	MITF act	SR-BI DiI-HDL act
CCCCCCCCCCS(=O)(=O)N/N=C/c1ccc(O)cc1	-3	1	8	-2	2	-4	-0.4	-1	-9	1
O=C(COc1ccc2ccccc2c1)N1CCCC1	-1	-5	0	-2	3	-10	-0.3	18	45	-18
COCCN(CCOC)Cc1c(O)ccc2c1O/C(=C\c1ccco1)C2=O	-9	0	11	-6	2	7	-0.7	6	-2	-6
O=C(Cn1cnc2c(OCc3ccccc3)ncnc21)NCc1ccc2[nH]ccc2c1	9	2	0	-3	/	3	-0.3	-9	-4	9
Cc1ccc2[nH]c3c(c2c1)CN(C(=O)CN(C)CC1OCCO1)CC3	-4	17	-16	-3	64*	0	1.2	-27	/	27
NC(=S)N/N=C/c1ccc(/C=N/NC(N)=S)cc1	-1	4	3	-6	/	18	-1.2	/	-7	/
Cc1ccc(OCC(O)CNC2CCCC2)c(C)c1 (configuration not stated)	0	10	-6	-6	0	1	0.1	-10	-1	10
Cc1nc(C)c(N)c(=O)[nH]1	0	3	-10	-1	-5	14	-0.2	-8	-4	8
Brc1cccc(CSc2nnc(-c3ccncc3)o2)c1	-9	10	-9	-3	-3	-9	-3.4	3	-2	-3
CCn1c(SC/C=C/c2ccccc2)nnc1-c1cnccn1	-13	-6	-13	6	-1	-15	-0.1	-6	14	6
Cc1scc(C(=O)Nn2cnnc2)c1-c1ccccc1	2	/	-9	-31	3	9	-1.3	-13	-12	13
N/C(=N\S(=O)(=O)c1cc(C(F)(F)F)cc(C(F)(F)F)c1)c1ccncc1	-2	-5	-8	-4	-1	14	-0.3	-2	0	2

Compounds shown so far containing a halogen:
SMILES	dFosB act	CAL PDZ FP-1	PvdQ acylase	Rtt109 Vps75	NSD2 inh	PfHsp90 set2	CAL PDZ FP-2	SR-BI DiI inh	MITF act	SR-BI DiI-HDL act
O=C(CNC(=S)N(Cc1ccccc1Cl)C1CCCC1)NCCN1CCOCC1	-2	-1	-18	2	5	31	-0.5	-21	-4	21
Brc1cccc(CSc2nnc(-c3ccncc3)o2)c1	-9	10	-9	-3	-3	-9	-3.4	3	-2	-3
N/C(=N\S(=O)(=O)c1cc(C(F)(F)F)cc(C(F)(F)F)c1)c1ccncc1	-2	-5	-8	-4	-1	14	-0.3	-2	0	2

More compounds follow.
SMILES	dFosB act	CAL PDZ FP-1	PvdQ acylase	Rtt109 Vps75	NSD2 inh	PfHsp90 set2	CAL PDZ FP-2	SR-BI DiI inh	MITF act	SR-BI DiI-HDL act
COc1cccc(-c2c(C(=O)N/N=C/c3sccc3C)nnn2-c2nonc2N)c1	12	0	-3	14	-4	-4	-2.6	?	19	-70
C=CCC(C#Cc1ccccc1)N(C)C (configuration not stated)	1	87*	-15	6	-1	17	-1.2	-22	-1	22
CCOC(=O)c1ccc2c(c1)nc(SCC(=O)N1CCOCC1)n2CC	-11	-5	-4	1	-3	/	-1.9	-2	7	2
CCOc1cc(C(=O)N/N=C/c2ccoc2)cc(OCC)c1OCC	-6	-1	-15	-5	-1	21	-1.5	54	-8	-54
c1csc(CNc2ncnc3sccc23)c1	5	-1	-3	5	1	18	-2.0	2	/	-2
S=C(c1cn(CCOc2ccccc2)c2ccccc12)N1CCCC1	7	-3	3	1	0	2	-1.7	18	3	-18
Cc1cc(C)n(C(C)CC(=O)Nc2ccc3c(c2)OCCO3)n1 (configuration not stated)	8	-4	-14	2	0	10	-2.1	-10	-1	10
COc1ccc(CNC(=O)Cn2nc(C)c3c(C)n(-c4ccc(C)cc4)nc3c2=O)cc1OC	?	/	3	-6	-4	4	-1.0	43	-15	-43
O=C(Nc1ccc(F)cc1)C1CCN(C(=O)c2ccc([N+](=O)[O-])cc2)CC1	-3	-2	-3	/	-2	2	-1.8	-3	-4	3
CCOC(=O)N1CCN(S(=O)(=O)CCNC(=O)c2ccc(F)cc2)CC1	4	-1	5	2	-3	3	-1.2	4	8	-4
O=C(COC(=O)c1cccc(C(F)(F)F)c1)NCc1ccccc1	-5	-7	-11	-9	-2	-9	-0.3	-18	13	18
COc1ccccc1NC(=O)C(C)OC(=O)c1ccc(-n2cnnn2)cc1 (configuration not stated)	-14	1	12	9	-1	13	-2.8	-1	-1	1
Cc1ccc([N+](=O)[O-])cc1NC(=S)NC(=O)c1cccs1	-1	-3	-2	-6	0	-3	-0.1	10	-11	-10
CC(C)(C)c1nn(-c2ccccc2)c2[nH]c(=O)c(CNCc3ccc4c(c3)OCO4)cc12	12	-5	-12	10	2	-27	-2.5	6	-67	-6
COc1ccc(CNC(NC(=O)c2ccccc2)(C(F)(F)F)C(F)(F)F)cc1	1	-4	-10	-10	0	-20	-2.1	-15	8	15
Nc1cc2c(cc1Cl)N(Cc1ccccc1)C(=O)CO2	-2	12	7	-4	33	/	-0.8	-10	-3	10
CSc1ccc(C(c2c(C(=O)O)[nH]c3ccccc23)c2c(C(=O)O)[nH]c3ccccc23)cc1	-15	-7	7	26	9	-11	16	2	-12	-2
COC(=O)c1ccc(S(=O)(=O)NCc2ccccc2)n1C	-8	0	2	3	-1	2	-0.2	-10	-10	10
COCCNC(=O)Cn1nc(-c2ccc(Cl)cc2)c2ccccc2c1=O	8	/	0	-1	3	-2	-0.8	12	-3	-12
COc1ccccc1C(=O)NC(=Nc1nc2ccccc2o1)NC(=O)c1ccccc1OC	-20&-26	-1&-1	-26&-6	-3&8	1	43&-27	-1.4&-5.5	5&62	-14&-8	-5&-62
Cc1ccc(-n2ncc3c2CC(C)(C)CC3NC(=O)c2c(C)noc2C)cc1 (configuration not stated)	-14	-1	-1	13	-1	-12	-1.4	10	-1	-10
Cc1cc(C(=O)Nc2cccc(NC(=O)c3ccco3)c2)ccc1[N+](=O)[O-]	-13	-7	-18	5	-2	19	-2.7	50	2	-50
Nc1ccccc1Nc1cccc(C(F)(F)F)c1	1	-3	-9	-4	/	10	-1.8	4	13	-4
Nc1[nH]c(=O)[nH]c(=O)c1N=Cc1ccccc1	2	-3	-1	-2	-1	-5	0.6	7	2	-7
O=C(Nc1ccnn1C1CCN(CC(O)CO)CC1)C1CCCC1 (configuration not stated)	5	1	-7	-9	0	4	-1.1	-12	-2	12
O=C(Nc1ncc(C(F)(F)F)cc1Cl)c1ccc(S(=O)(=O)N2CCOCC2)cc1	-7	-3	11	9	-4	/	-2.3	-4	7	4
Cc1c(NC(=O)Nc2ccccc2)cccc1[N+](=O)[O-]	-7	0	19	1	-2	3	-1.0	7	-8	-7
O=C(/C=C/c1ccccc1Cl)Nc1ccc(Cl)cn1	13	1	-6	-1	0	-13	-2.5	-13	34	13
